UHRF1 binding = blocks human UHRF1 binding to methylated DNA; inhibition, % at 4.4 µM; hit rate 0.75% among 370,000; Q96T88; AID 687016; UHRF1 binding to methylated oligo, TR-FRET; in the data active = inhibition above about 21%;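 note: UHRF1 SRA domain binding a hemimethylated CpG hairpin DNA probe; 0% = median of test compound wells and 100% = reference inhibitor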
Tn7 DDE FP = disrupts Tn7 cyclic peptide binding to fibrin D-Dimer-E complex; P02675; FP displacement of FITC-Tn7 peptide from fibrin DD(E); 0% = median of compound wells per plate; inhibition, % at 8.3 µM; hit rate 0.13% among 370,000;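 active = inhibition above the mean of compounds falling within the control limits plus 3 SD of them, cut at about 14% in these data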;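 note: 0% = plate median of compound wells and 100% = 10 µM Aha-Tn7 peptide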
Target sequence (P02675 whole entry, looked up): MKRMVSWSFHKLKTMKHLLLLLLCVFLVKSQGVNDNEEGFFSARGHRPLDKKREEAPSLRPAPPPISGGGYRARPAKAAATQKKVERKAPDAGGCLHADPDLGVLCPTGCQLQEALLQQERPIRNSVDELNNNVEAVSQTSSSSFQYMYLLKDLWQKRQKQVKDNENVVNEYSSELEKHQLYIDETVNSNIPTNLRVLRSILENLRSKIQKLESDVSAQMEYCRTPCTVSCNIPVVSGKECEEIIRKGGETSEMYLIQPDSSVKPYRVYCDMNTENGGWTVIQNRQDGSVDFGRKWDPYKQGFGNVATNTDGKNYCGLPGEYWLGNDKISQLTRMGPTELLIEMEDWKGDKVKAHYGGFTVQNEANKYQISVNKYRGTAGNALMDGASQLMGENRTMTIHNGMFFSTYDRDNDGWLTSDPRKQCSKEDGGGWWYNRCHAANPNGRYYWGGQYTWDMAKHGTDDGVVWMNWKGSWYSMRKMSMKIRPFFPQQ
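Assay system: human fibrin DD(E) protein / Input: 2 µM fibrin DD(E) / Benchmarks: high control of 10 µM Aha-Tn7 peptide / Measured by: fluorescence polarization of the labelled Tn7 tracer / Medium: Tris buffer with calcium and detergent, pH 7.8 / Timing: 10 min compound pre-incubation, 3 h probe incubation at room temperature / Repeats: one replicate per compound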
ARFGAP1 inh = inhibitors of rat ARFGAP1. Arfgap1-stimulated ARF1 GTP hydrolysis, GDP FP detection. inhibition, % at 16.5 µM. hit rate 0.26% among 360,000;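 active = inhibition above a per-plate limit, mean inhibition of low control wells plus 3 SD, cut at about 25% in these data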;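 note: 0% = DMSO wells with enzyme and 100% = wells lacking Arfgap1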
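material = rat Arfgap1 catalytic domain, aa 1-136 | also added = human ARF1(Δ1-17)-GTP substrate | compound dosing = one concentration, 16.5 µM, DMSO 1.26% | times = GTP hydrolysis reaction 2 h at 25 °C | measured by = FP, GDP Alexa 633 tracer displaced from anti-GDP antibody, 620/688 nm | evaluation = percent inhibition of Arfgap1-stimulated GTP hydrolysis | replication = single well per compound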
PLC-gamma1 inh = blocks human PLC-gamma1 enzyme activity. purified PLC-gamma1, fluorogenic substrate, fluorescence. hit rate 0.84% among 370,000. inhibition, % at 12.2 µM. P19174. AID 720700; in the data active = inhibition above about 9.5%
ASAP1 inh = blocks human ASAP1-stimulated Arf1 GTP hydrolysis | Q9ULH1 | GDP FP detection | inhibition, % at 16.5 µM | hit rate 0.19% among 360,000 | AID 624377; in the data active = inhibition above about 25%;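 note: 0% = vehicle with enzyme and substrate and 100% = no enzyme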
DDE Tn6 FP inh = disrupts Tn6 cyclic peptide binding to fibrin D-Dimer-E complex. hit rate 0.21% among 370,000. inhibition, % at 8.3 µM. AID 720509. Fibrin DD(E) TRITC-Tn6 fluorescence polarization displacement;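 active = inhibition above a per-campaign cutoff: mean of compounds within control limits plus 3 SD, cut at about 15% in these data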;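 note: 0% = median of all compound wells on the plate and 100% = blocking peptide control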
sPLA2-III inh = Blocks human group III sPLA2 activity; Q9NZ20; inhibition, % at 12.2 µM; AID 743126; hit rate 0.56% among 370,000; QFRET BODIPY PC-A2 liposome hydrolysis, fluorescence;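 active = inhibition above mean plus 3 SD of compounds lying within the high and low control bounds, cut at about 19% in these data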;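 note: 0% = median of test compound wells and 100% = no enzyme DMSO wells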
PLC-beta3 inh = PLC-beta3 (human) inhibition, primary screen | Q01970 | Purified PLC-beta3, fluorogenic substrate, fluorescence | inhibition, % at 12.2 µM | hit rate 0.18% among 370,000; in the data active = inhibition above about 11%;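 note: 0% = median of compound wells on plate and 100% = full blocker control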
proKLK7 act = activators of human kallikrein-7 zymogen; P49862; purified proKLK7, EDANS-DABCYL substrate fluorescence; 100% is mature enzyme control, 0% vehicle; activation, % at 7 µM; hit rate 0.9% among 370,000; AID 652039;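 active = activation above the mean of all tested compounds plus 3 SD, computed per campaign excluding outliers beyond control limits, cut at about 13% in these data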
Rev-erbA mod = modulators of human Rev-erb alpha DNA binding; P20393; Rev-erbα–FITC-DNA binding, fluorescence polarization, 90 min; activity, % at 10 µM; hit rate 0.79% among 370,000; AID 1259318;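 active = activity above about 14%, limit read from the data; passing the limit was not always enough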;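 note: 0% = DMSO wells with 35 nM protein and 100% = DMSO wells with 750 nM protein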
Target sequence (P20393 whole entry, looked up): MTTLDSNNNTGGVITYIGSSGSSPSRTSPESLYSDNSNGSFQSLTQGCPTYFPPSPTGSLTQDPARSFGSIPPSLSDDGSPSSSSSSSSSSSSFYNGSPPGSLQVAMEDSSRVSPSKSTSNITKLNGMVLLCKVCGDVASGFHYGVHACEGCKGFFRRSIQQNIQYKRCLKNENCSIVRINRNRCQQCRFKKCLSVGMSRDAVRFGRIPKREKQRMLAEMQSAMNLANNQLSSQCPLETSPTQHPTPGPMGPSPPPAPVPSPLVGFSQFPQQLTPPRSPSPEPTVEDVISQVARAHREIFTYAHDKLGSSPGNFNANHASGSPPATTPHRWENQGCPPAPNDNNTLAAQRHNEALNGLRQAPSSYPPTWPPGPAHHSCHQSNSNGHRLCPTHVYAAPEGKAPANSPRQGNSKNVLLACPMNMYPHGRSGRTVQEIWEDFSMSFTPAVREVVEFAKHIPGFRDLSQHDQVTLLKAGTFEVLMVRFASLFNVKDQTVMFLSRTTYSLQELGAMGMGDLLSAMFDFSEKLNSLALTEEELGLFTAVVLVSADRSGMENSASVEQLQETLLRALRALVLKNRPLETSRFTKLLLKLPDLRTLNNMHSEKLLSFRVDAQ
* hit, by the source's call; nt = not tested or not shown.

SMILES	UHRF1 binding	Tn7 DDE FP	ARFGAP1 inh	PLC-gamma1 inh	ASAP1 inh	DDE Tn6 FP inh	sPLA2-III inh	PLC-beta3 inh	proKLK7 act	Rev-erbA mod
Cc1cc(C)c(S(=O)(=O)N2CCCC(C(=O)NC3CC3)C2)c(C)c1 (configuration not stated)	-2	-3	5	2	0	3	-3	-4	0.1	5
O=C(CN1C(=O)S/C(=C/c2ccc(N3CCOCC3)cc2)C1=O)N1CCOCC1	13	-9	5	-44	-4	-9	22*	-11	0.7	3
CC(NC(C(=O)c1ccccc1)c1ccccc1)c1ccccc1 (configuration not stated)	3	1	6	1	24	3	2	-1	-0.2	-2
O=C(O)C1CCCCC1C(=O)NC1CCCCC1 (configuration not stated)	2	-6	-2	2	3	0	-2	2	-0.4	2
O=C1C(=O)N(CCOCCO)C(c2ccccn2)/C1=C(\O)c1ccccc1 (configuration not stated)	0	1	-1	1	1	11	0	2	0.0	-3
O=C(NC1CCCC1)c1noc2c1CCCCC2	-3	10	3	0	3	1	4	-3	0.5	nt
COc1ccc(CNC(=S)N/N=C/c2ccc(O)c(OC)c2)cc1	-1	-5	18	-6	11	-8	2	-18	-12	3
Cc1c(N=Cc2nc3ccccc3[nH]2)c(=O)n(-c2ccccc2)n1C	-2	-6	-3	-1	10	0	-4	-5	-0.3	2
Cn1c(=O)c2c(nc(Br)n2CCSc2nnnn2-c2ccccc2)n(C)c1=O	-2	-3	5	-2	-2	-8	5	1	-1.0	-4
Cn1nc(C(C)(C)C)c(NC(=O)c2ccc(F)cc2)c1C(C)(C)C	-1	-2	10	1	3	3	-6	-5	0.7	-3
O=c1c2ccccc2nc2ccc(N3CCOCC3)nn12	-4	2	0	-44	9	1	0	-60	0.7	-5
CCC(C)NC(=O)C1c2ccccc2C(=O)N1Cc1ccccc1OC (configuration not stated)	-1	-7	10	3	10	-1	0	-80	-0.2	-1
COc1ccc(CNC(=O)C(C)OC(=O)Cn2cnc3c2c(=O)n(C)c(=O)n3C)cc1 (configuration not stated)	-5	0	4	0	-10	3	7	-8	0.7	6
COc1ccc2nc(COC(=O)c3cccs3)c(C(C)=O)[n+]([O-])c2c1	0	-10	13	-17	7	0	4	-31	0.1	0
COc1ccc(C2=C(C=C(C#N)C#N)C(c3ccccc3C)c3ccccc3O2)cc1OC (configuration not stated)	4	-11	2	-29	4	-9	-12	-30	-0.8	1
COC(=O)[C@@]1(Cc2ccc(OC)cc2)[C@H]2c3cc(C(=O)N4CCCC4)n(CCc4ccc(OC)c(Br)c4)c3C[C@H]2CN1C(=O)c1ccccc1	-2	-10	-6	-1	-2	-6	-9	-4	-0.6	-5
CC(=O)Nc1ccc(-c2csc(-c3cccnc3)n2)cc1	2	5	13	-61	4	3	5	-69	2.5	13
CC12CCC(C(=O)NCc3ccccc3Cl)(OC1=O)C2(C)C (configuration not stated)	4	4	2	-2	0	5	1	-7	-0.7	7
O=C(CSc1oc(-c2cccs2)nc1S(=O)(=O)c1ccc(F)cc1)NCC1CCCO1 (configuration not stated)	0	2	-6	-4	-4	2	7	-8	-0.1	3
C=CCCC(=O)Nc1ccc(COC(=O)N2CCOCC2)cc1	2	-1	-7	4	-2	2	3	4	0.2	3
O=C(COc1ccc(-n2cnnn2)cc1)Nc1ccc(F)c(F)c1	-1	-2	-1	-1	-4	-3	-3	1	0.6	-6
Cc1ccccc1OCC(=O)Nc1nnc(C2CCCCC2)s1	-1	6	7	-2	5	-3	2	-6	0.1	8
O=C(NCc1ccco1)c1cccnc1Cl	2	8	0	-1	3	13	3	-2	0.8	2
COC(=O)COc1cc(Br)c(/C=C2/SC(=O)N(CC(=O)N3CCCC3)C2=O)cc1OC	-5	7	3	-1	-3	5	-6	0	-0.1	6
CCN(Cc1ccccc1)N=Nc1ccccc1	-1	6	-1	-2	-4	-9	0	2	-0.1	-2
COc1ccc(-n2c(=O)c3ccccc3n(Cc3ccccc3F)c2=O)cc1OC	1	0	0	2	4	6	-2	-4	0.2	-1
CCCCn1nnnc1C(c1ccccc1)N1CCN(C(=O)C2CCCO2)CC1 (configuration not stated)	-1	-10	1	0	-1	-2	3	2	-0.4	1
C/C(=C\C(=O)Nc1cc(C)on1)c1ccccc1	0	-5	-10	1	7	-5	4	8	0.4	-2
COc1ccc(NC(=O)CCC(=O)N/N=C/c2ccncc2)cc1	0	4	2	-1	-13	-8	1	-8	0.4	1
CCOC(=O)c1c(CC(C)C)csc1/N=C/C1C(=O)CCCC1=O	-2	-2	-5	-46	9	5	-1	-45	3.6	0
COc1cccc2cc(CC(=O)c3ccc(C)cc3C)c(=O)oc12	3	1	-3	-6	-11	1	-38	-8	-0.1	-3
Cc1occc1C(=O)N1CCCc2ccccc21	-1	-1	1	-2	9	-4	-1	-2	0.1	2
CCc1nc(SCC(=O)O)c(C#N)cc1C	-1	1	7	-1	2	6	2	-3	-0.2	7
O=C(Cc1ccccc1)NCC(=O)Nc1cccc(Br)c1	-2	7	-5	0	2	2	2	-8	0.1	2
Cn1c(SCC(=O)NCCC2=CCCCC2)nnc1C(F)(F)F	3	10	1	-2	-17	2	11	0	0.1	0
C=CCn1c(SCC(=O)c2ccc(NS(=O)(=O)c3ccccc3)cc2)nnc1-c1cccs1	3	-2	-9	-15	1	-5	-57	-18	0.5	-5
CCc1n[nH]c2c1/C(=N\O)CC(c1ccccc1)C2 (configuration not stated)	-2	7	9	3	-2	1	-1	4	0.7	3
C/C(NC(=O)c1ccccc1F)=C1\C(=O)C[C@@H]2[C@H]1C2(C)C	2	4	7	3	-2	3	3	-11	0.3	6
O=C(CCNC(=O)c1ccc(Br)cc1)NCc1ccccn1	2	7	0	-2	6	1	3	-5	-0.5	-1
Cc1ccc(S(=O)(=O)c2ccc(Cl)cc2)cc1S(=O)(=O)N1CCN(C)CC1	-3	5	-1	1	6	5	-16	0	0.3	-9
CCOC(=O)CCc1c(C)c2ccc(OCC(=O)N(CC)CC)c(C)c2oc1=O	-2	-1	4	-52	10	-8	4	-70	2.6	-6
COc1cccc(-n2c(N)c(C#N)c3ccc([N+](=O)[O-])cc3c2=O)c1	3	-2	12	0	2	-6	26*	-8	-0.4	-6
CCc1ccc(-c2nc(CSCC(=O)N3CCN(c4ccccn4)CC3)c(C)o2)cc1	0	0	-7	-1	-1	9	-10	-1	-0.4	7
Cc1ccc(C(=O)NNC(=O)c2cccnc2SCc2cccc([N+](=O)[O-])c2)cc1	2	-6	7	-1	6	-3	-8	-2	0.2	-9
COc1ccccc1C1(O)C(=O)Nc2ccccc21 (configuration not stated)	1	0	16	3	6	-3	-1	-5	0.2	8

Full records, quoted from the list. Order of values: UHRF1 binding	Tn7 DDE FP	ARFGAP1 inh	PLC-gamma1 inh	ASAP1 inh	DDE Tn6 FP inh	sPLA2-III inh	PLC-beta3 inh	proKLK7 act	Rev-erbA mod
O=C(NCc1ccco1)c1cccnc1Cl across the screens: 2	8	0	-1	3	13	3	-2	0.8	2
C/C(NC(=O)c1ccccc1F)=C1\C(=O)C[C@@H]2[C@H]1C2(C)C across the screens: 2	4	7	3	-2	3	3	-11	0.3	6

(cont.)
SMILES	UHRF1 binding	Tn7 DDE FP	ARFGAP1 inh	PLC-gamma1 inh	ASAP1 inh	DDE Tn6 FP inh	sPLA2-III inh	PLC-beta3 inh	proKLK7 act	Rev-erbA mod
CCOc1ccc(N(C(=O)c2cnccn2)C(C(=O)NC2CCCCC2)c2ccc(O)cc2)cc1 (configuration not stated)	2	-6	-4	3	4	0	-9	7	-0.7	4
COc1ccc2oc3cc(C)[n+]([O-])c(-c4ccc(Br)cc4)c3c2c1	-3	0	3	-78	-3	1	16	-114	4.3	3
CNC(=O)NC(=O)CSc1nnc(-c2ccco2)n1-c1ccccc1	0	4	-4	-13	-6	4	-2	-8	-0.1	0
CCn1c(COC(=O)CNC(=O)c2ccccc2F)nc2cc(S(=O)(=O)N(C)C)ccc21	1	-3	1	-2	6	-2	6	-9	0.0	0
COc1ccc(NC(=O)/C(=C/c2cccnc2)NC(=O)c2cccs2)cc1	-2	-1	10	-1	4	4	-2	3	-0.2	-1
Cc1ccc(-c2ccc(/C=N\NC(=O)c3cc4c(ccc5ccccc54)o3)o2)cc1[N+](=O)[O-]	-2	1	-2	-2	-7	3	2	-2	-0.2	-22
CCCNc1c(N)c(=O)oc2ccccc12	-1	-1	3	-5	-2	7	-5	-7	-0.6	1
COc1ccccc1N1C(=O)C(Cl)=C(Nc2ccccc2O)C1=O	-1	-9	-4	-8	5	-6	0	-9	0.1	0
O=C(NCCCN1CCOCC1)/C(=C/c1ccc(F)cc1)NC(=O)c1ccccc1	1	0	-11	0	-3	3	0	0	-0.4	-6
CCC(C)NC(=O)c1cc(CC(C)C)on1 (configuration not stated)	2	10	6	0	-7	1	13	-1	-0.4	-5
C/C(=N\Nc1c([N+](=O)[O-])c(C)nn1C)c1ccc(F)cc1F	6	2	-2	0	3	-11	11	-3	-0.5	3
O=C(NCc1ccc(F)cc1)C1CCN(S(=O)(=O)c2ccc(Br)s2)CC1	3	-5	12	3	6	2	-4	-7	-0.1	2
CSCCNC(=O)c1ccc(C(C)(C)C)cc1	-2	2	6	-1	-3	-2	1	-3	0.0	1
CCC(CC)C(=O)Nc1ccc(C(=O)Nc2cc(C)on2)cc1	0	-4	5	1	-1	-4	-2	-12	0.6	2
O=C(O)CSC1c2ccccc2C(=O)N1c1ccccc1 (configuration not stated)	-1	-4	-4	2	-6	-3	0	3	0.3	3
O=C(CNC(=O)c1ccccc1F)OCC(=O)c1c[nH]c2ccccc12	-1	-6	11	-2	-11	-7	-5	-3	-0.1	6
O=C(NCCN1CCOCC1)C(=O)NCC1OCCN1S(=O)(=O)c1cc(F)ccc1F (configuration not stated)	-1	2	8	-1	0	-1	1	-11	-0.4	-2
CCc1ccccc1NC(=O)CNC(=O)c1n[nH]c(=O)c2ccccc12	17	-3	11	4	-4	1	10	-6	-0.2	-1
NC(=O)c1ccsc1NC(=O)c1coc2ccccc2c1=O	4	3	-5	-1	7	5	9	-1	0.0	-4
COC(=O)[C@]12C[C@H](CC(=O)NCCCN3CCCC3=O)C(=O)N(Cc3ccccc3)C1=C[C@H](C1CCCC1)O[C@@H]2C	-1	-5	-8	3	1	4	-3	3	-0.2	7
COCCCNS(=O)(=O)c1ccc(SC)cc1	0	11	-2	5	9	-3	10	-1	-0.1	4
CCc1nc2c(OCC3COc4ccccc4O3)cccn2c1N(C)C(=O)c1ccc(OC)cc1 (configuration not stated)	-2	-6	-2	6	9	1	-3	3	1.1	10
OCC1(CCOc2ccccc2)CCN(Cc2ccccc2OC(F)F)CC1	3	-4	0	0	-6	-1	-4	-1	0.1	3

Screening results deposited in PubChem BioAssay by several laboratories.
